# AHR activator: AHR activators, primary screen, cell-based, luminescence, luciferase reporter, human; actives 2.5% (n = 320,000); AID 2796, 2010; activation, % at 5 µM; AHR-responsive luciferase reporter cells; in the data active means activation above about 47%;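 further: 0% = vehicle wells and 100% = reference agonist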
# MEP2 TOR yeast: modulators of MEP2-GFP levels in yeast, primary screen, S. cerevisiae, multiplex flow cytometry, MLPCN library. S. cerevisiae MEP2-GFP strain, 3 h; 100% = DMSO control level. GFP response vs DMSO, % at 10 µM. actives 0.51% (n = 330,000). AID 2016, 2009;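 active means GFP response versus DMSO above a set limit, roughly screen mean plus 3 SD, cut at about 180% in these data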;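 further: median GFP fluorescence of the barcode-gated MEP2-GFP cells per well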
# ZTA counter: ZTA (EBV) inhibition in EBNA-1 counter-screen; AID 2234; ZTA-DNA binding, fluorescence polarization; P03206; actives 0.15% (n = 320,000); inhibition, % at 11 µM; in the data active means inhibition above about 33%
# EBNA-1 inhibitor: EBNA-1 DNA-binding inhibitors, primary screen, biochemical, fluorescence polarization; inhibition, % at 14.8 µM; actives 0.34% (n = 300,000); in the data active means inhibition above about 28%
# RPL19A-GFP yeast: RPL19A-GFP expression modulators in yeast, primary screen, cell-based, S. cerevisiae, multiplex flow cytometry, MLPCN. S. cerevisiae RPL19A-GFP strain, 3 h; hits give low values. percent response vs DMSO, % at 10 µM. actives 0.3% (n = 330,000). AID 2025, 2009;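 active means percent response vs DMSO below 50%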;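 further: median channel GFP fluorescence of the barcoded RPL19A-GFP strain; ratio of sample median GFP to plate DMSO average so 100% = DMSO; lower means less RPL19A-GFP as with rapamycin TOR inhibition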
# procasp7 counter: procaspase-7 activators, primary screen, counter-screen for procaspase-3 activator project, biochemical, absorbance, HTS, human; recombinant procaspase-7, Ac-DEVD-pNA absorbance 405 nm; D23A/D198A/D206A triple mutant, cannot self-cleave; scale: DMSO 0, 5 µM enzyme 100; activation, % at 8.5 µM; actives 0.093% (n = 330,000);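 active means percent activation above the screen-wide mean plus 3 SD, cut at about 25% in these data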
#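 Assay system: Uncleavable procaspase-7 mutant enzyme | Input: 2 µM procaspase-7 mutant as dispensed | Timing: 1 h compound preincubation, 2 h substrate cleavage, 25 °C | Repeats: One well per compound | Control set: DMSO wells as 0%, DMSO with 5 µM added PC-7 as 100% | Technique: Epi-absorbance of released pNA at 405 nm, two timepoints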
# LAP4 TOR yeast: modulators of LAP4-GFP expression in yeast, primary screen, S. cerevisiae, multiplex flow cytometry, MLPCN library. 3 h; median GFP as percent of DMSO wells. GFP response vs DMSO, % at 10 µM. actives 0.34% (n = 320,000);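 active means GFP response vs DMSO above a set limit, about the screen mean plus 3 SD, cut at about 150% in these data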
# proCasp3 act: activators of human procaspase-3 D3A mutant, primary screen, biochemical, absorbance, PC-3 D3A mutant, single concentration. Caspase-3 (Homo sapiens), P42574. recombinant procaspase-3 D3A, Ac-DEVD-pNA absorbance 405 nm. activation, % at 8.5 µM. actives 0.11% (n = 330,000);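 active means activation above the mean of all tested compounds plus 3 SD, cut at about 21% in these data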;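 further: 0% = DMSO alone and 100% = DMSO wells spiked with extra 5 µM PC-3 D3A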
#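 Compound: 8.5 µM single point, 0.8% DMSO / Material: Autoprocessing-dead procaspase-3 D3A mutant enzyme / Timing: 1 h preincubation plus 2 h reaction at 25 °C / Medium: Zinc-free HEPES/NaCl buffer with 0.01% Triton X-100 at pH 7.4 / Technique: 405 nm absorbance of p-nitroaniline, reads at 0 and 120 min / Repeats: one well per compound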
# * hit, by the source's call; / = not tested or not shown. Rows were taken by chance; overall some 3.8% were active at least once.
# Every second line gives: AHR activator	MEP2 TOR yeast	ZTA counter	EBNA-1 inhibitor	RPL19A-GFP yeast	procasp7 counter	LAP4 TOR yeast	proCasp3 act
> O=C(Nc1ccsn1)c1ccc(Cl)cc1Cl
    6	94	-3	-1	97	-1	105	-9
> CC1CCc2nn(CC(=O)NC3CCCC(C)C3C)cc2C1 (stereo not given)
    10	118	6	3	103	-3	107	-2
> O=C(NCc1ccco1)c1ccc(Br)c(S(=O)(=O)N2CCCCC2)c1
    0	102	-11	4	97	-2	103	3
> COc1c(F)c(F)c(C(=O)O)c(Nc2ccccc2C)c1F
    1	108	-11	1	104	6	102	-1
> COc1ccc(C(=O)N2CCN(S(=O)(=O)c3ccc(Br)cc3)CC2)cc1
    0	100	2	/	99	-3	99	-1
> O=C(Nc1c2c(nn1-c1cccc(Cl)c1)CS(=O)(=O)C2)C1CC1
    -1	96	3	7	114	-3	98	-8
> Cc1ccc(C(=O)N/C(=C/c2cccnc2)C(=O)NCc2ccco2)cc1
    -3	101	-1	14	103	0	105	-10
> O=C(NCCCNC(=O)c1ccccc1F)c1ccco1
    2	107	-5	-4	96	4	86	1
> CCC(=O)Nc1ccc(C(=O)Nc2ccc(OC)cc2[N+](=O)[O-])cc1
    -9	105	-1	9	104	-14	100	2
> CCOc1cc(CNCc2cccnc2)ccc1OCC(=O)NC(C)(C)C
    7	90	-15	-3	91	6	109	0
> O=C(c1ccccc1)N1N=C(c2ccccc2)CC1c1ccc2nccnc2c1 (stereo not given)
    4	91	1	-8	106	-4	97	8
> COc1ccc(C2c3ccc4ccccc4c3Oc3ncn(CCCO)c(=N)c32)cc1OC (stereo not given)
    1	87	-3	-3	89	-1	105	-2
> CN(C[C@H](Cc1ccccc1)N(CCN(CCc1ccccc1)N=O)N=O)N=O
    4	92	2	-1	102	-8	112	-13
> CC1CCCN(c2ccc(C(=O)OCn3nnc4ccccc4c3=O)cc2[N+](=O)[O-])C1 (stereo not given)
    0	105	1	9	101	-3	104	5
> CC1=C(n2nnc([N+](=O)[O-])n2)C(c2cccnc2)C(C#N)=C(N)O1 (stereo not given)
    1	95	-1	7	101	10	87	-3
> COc1cccc(=O)c2c(C)n(-c3ccc(C(=O)O)cc3)c(C)c12
    1	109	46*	16	103	-10	106	2
> CCC(=O)Nc1ccnc(-c2cccnc2)n1
    7	108	-12	0	102	-13	103	10
> O=C(Cn1c(=O)n(-c2ccccc2)c(=O)c2sccc21)NCc1ccccc1
    0	95	5	-1	95	6	91	7
> COc1ccc2c(COC(=O)c3n[nH]c4ccccc34)cc(=O)oc2c1
    1	99	-2	5	96	7	101	11
> COc1ccc(C2/C=C\CN(C(=O)NC34CC5CC(CC(C5)C3)C4)CC(=O)N2Cc2ccc(F)cc2)cc1 (stereo not given)
    1	/	-13	3	/	-7	/	7
> O=C1CCC([N+](=O)[O-])C(c2cccc(Br)c2)N1 (stereo not given)
    3	100	-2	4	98	13	100	-7
> COc1ccccc1C(=O)NCc1ccc2c(c1)OCO2
    6	93	-2	-13	93	-4	97	-4
> OC(COc1cccc2ccccc12)CN1CCN(c2ccccc2Cl)CC1 (stereo not given)
    -1	99	8	8	100	6	101	-1
> COc1ccc(CC(=O)OCC(=O)NC(=O)Nc2ccccc2F)cc1
    0	110	-25	/	102	-4	106	-3
> O=C(c1cc(COc2c(F)cccc2F)on1)N1CCSCC1
    -1	103	1	0	98	-2	101	-3
> Cc1ccc2[nH]c(=O)cc(C(=O)OC(C)C)c2c1
    5	94	8	-2	99	-7	109	1
> Cc1[nH]n(S(=O)(=O)c2ccccc2)c(=O)c1N=Nc1cccc(Cl)c1
    0	110	0	0	107	-1	100	-5
> CCOC(=O)C1CCN(CC(=O)c2ccc(O)c(C)c2O)CC1
    2	105	-11	-14	105	14	113	-2
> CCSc1ccc([C@@H]2[C@H]3C(=O)N(CC)C(=O)[C@H]3[C@]3(C(=O)OC)CCCCN23)cc1
    3	104	10	2	101	-12	109	10
> COc1ccc(-n2ccn(CC(=O)Nc3ccccc3OC)c(=O)c2=O)cc1
    4	107	-1	1	104	-7	106	8

# Random excerpt: 3 records from the list, in no set order.
# Every second line gives: AHR activator	MEP2 TOR yeast	ZTA counter	EBNA-1 inhibitor	RPL19A-GFP yeast	procasp7 counter	LAP4 TOR yeast	proCasp3 act
> COc1ccc(C2/C=C\CN(C(=O)NC34CC5CC(CC(C5)C3)C4)CC(=O)N2Cc2ccc(F)cc2)cc1 (stereo not given)
    1	/	-13	3	/	-7	/	7
> CCSc1ccc([C@@H]2[C@H]3C(=O)N(CC)C(=O)[C@H]3[C@]3(C(=O)OC)CCCCN23)cc1
    3	104	10	2	101	-12	109	10
> COc1c(F)c(F)c(C(=O)O)c(Nc2ccccc2C)c1F
    1	108	-11	1	104	6	102	-1

# Record cards (already shown).
# CC1=C(n2nnc([N+](=O)[O-])n2)C(c2cccnc2)C(C#N)=C(N)O1 (stereo not given) is listed with AHR activator = 1; MEP2 TOR yeast = 95; ZTA counter = -1; EBNA-1 inhibitor = 7; RPL19A-GFP yeast = 101; procasp7 counter = 10; LAP4 TOR yeast = 87; proCasp3 act = -3
# CC1CCCN(c2ccc(C(=O)OCn3nnc4ccccc4c3=O)cc2[N+](=O)[O-])C1 (stereo not given) is listed with AHR activator = 0; MEP2 TOR yeast = 105; ZTA counter = 1; EBNA-1 inhibitor = 9; RPL19A-GFP yeast = 101; procasp7 counter = -3; LAP4 TOR yeast = 104; proCasp3 act = 5

# (further entries)
# Every second line gives: AHR activator	MEP2 TOR yeast	ZTA counter	EBNA-1 inhibitor	RPL19A-GFP yeast	procasp7 counter	LAP4 TOR yeast	proCasp3 act
> COc1ccc(/C=C/C(=O)Nc2cc(C(F)(F)F)ccc2Cl)cc1OC
    -5	108	1	0	101	2	113	-7
> CC(=O)C1=C(C)OC(N)=C(C#N)C1c1ccco1 (stereo not given)
    8	99	-17	9	98	-20	95	-6
> O=C(CC1CCCC1)OCn1nnc2ccccc2c1=O
    3	105	4	5	96	6	109	5
> CN1CCN(c2nc(-c3ccc(Cl)s3)cs2)CC1
    6	108	10	3	90	-5	92	1
> CCC1CCCCN1C(=S)Nc1ccc(S(=O)(=O)Nc2ncccn2)cc1 (stereo not given)
    1	104	1	-6	105	-14	104	-11
> O=C(/C=C/c1ccccc1[N+](=O)[O-])NC1CCCC1
    38	90	-13	-7	97	-12	74	-7
> COC(=O)c1cc(CNC(=O)C(C)NS(=O)(=O)c2ccc(C)c(C)c2)ccc1OC (stereo not given)
    1	118	-6	10	116	0	104	5
> O=C(NC(=S)Nc1ccc(CN2CCOCC2)cc1)c1ccccc1[N+](=O)[O-]
    6	97	-1	-9	101	3	91	5
> CCN1C(=O)CC(N2CCC(C(=O)N3CCCCCC3)CC2)C1=O (stereo not given)
    1	106	-16	6	96	2	103	-1
> COc1ccc(/C=N/NC(=O)c2ccc(NC(C)=O)cc2)cc1COc1ccc(F)cc1F
    18	101	-6	15	105	13	90	2
> CCn1c(CNC(=O)c2ccco2)nnc1SCC(=O)Nc1ccc(Br)cc1F
    -3	102	-1	11	95	-6	90	-3
> CCCc1cc(=O)[nH]c(SCC(=O)N(Cc2ccccc2)C(C)C)n1
    -2	109	-12	-4	103	-11	110	13
> Cc1cc(C)cc(OCc2nnc(SCC(=O)N3CCN(c4ccccc4)CC3)o2)c1
    14	102	4	11	101	24	95	4
> CC(C)[C@H]1C(=O)Nc2ccccc2N1C(=O)N[C@@H](Cc1ccccc1)C(=O)N[C@H](Cc1ccccc1)C(=O)O
    0	106	-2	-11	102	-5	105	-2
> CCOC(=O)N(Cc1ccccc1)C(C(=O)O)C(C(=O)O)N(Cc1ccccc1)C(=O)OCC (stereo not given)
    4	102	-3	-6	99	-2	100	-3
> COc1ccc(C(CNC(=O)c2ccc(-c3cccc(C(F)(F)F)c3)o2)N2CCOCC2)cc1 (stereo not given)
    0	104	-5	-5	101	4	112	8
> CC1CCc2[nH]c3ccc(C(=O)N4CCCC(C(F)(F)F)C4)cc3c2C1 (stereo not given)
    9	102	7	4	97	-7	114	8
> Cn1c(=O)c2c(nc(N3CCN(Cc4ccccc4)CC3)n2CCCc2ccccc2)n(C)c1=O
    -2	98	-14	-14	96	7	97	1
> Brc1ccc2c(c1)OCCOCCOc1cc(Br)ccc1OCCOCCOCCO2
    4	111	-6	4	77	-8	219*	7
> CC(C)(C)OC(=O)NNc1c2ccccc2nc2ccccc12
    29	99	-3	-7	103	-6	98	-7
> COc1cccc(OC)c1C(=O)N=c1sc2cc(S(C)(=O)=O)ccc2n1C
    2	104	4	8	104	5	102	7
> N#C/C(=C\c1cccs1)C(=O)Nc1ccccn1
    -1	108	1	2	111	-5	102	0
> O=C1CCC/C(=N/NC(=O)c2ccc(CN3c4cccc5cccc(c45)S3(=O)=O)cc2)C1
    8	99	-3	3	115	0	95	-8
> Cc1nn(Cc2cccc(C(=O)O)c2)c(C)c1[N+](=O)[O-]
    2	100	15	12	98	-2	105	-5
> Cn1cc([N+](=O)[O-])c(C(=O)n2cccn2)n1
    -4	96	-2	8	94	-1	96	-6
> CCc1ccc(N(CC(=O)Nc2ccccc2C(=O)N2CCCC2)S(C)(=O)=O)cc1
    -2	92	-2	-7	92	-4	109	7
> COc1ccc(-c2cc(C(F)F)n3ncc(C(=O)N4CCN5CCCC5C4)c3n2)cc1 (stereo not given)
    -1	106	9	-6	105	-6	108	2
> O=C(NCc1ccccn1)C1Nc2ccc(C(F)(F)F)cc2C2C=CCC12 (stereo not given)
    6	107	0	-6	99	-3	100	-5
> O=C(Cn1c(=O)oc2ccccc21)Nc1cccc(Cl)c1
    4	99	14	8	97	-7	98	1
> Cc1cccc(NC(=O)CSc2ccc(-c3ccc4c(c3)OCO4)nn2)c1C
    3	106	-6	0	120	8	95	11

# Given comma-delimited: entries from further up.
canonical_smiles,AHR activator,MEP2 TOR yeast,ZTA counter,EBNA-1 inhibitor,RPL19A-GFP yeast,procasp7 counter,LAP4 TOR yeast,proCasp3 act
COc1ccc(/C=C/C(=O)Nc2cc(C(F)(F)F)ccc2Cl)cc1OC,-5,108,1,0,101,2,113,-7
CC(=O)C1=C(C)OC(N)=C(C#N)C1c1ccco1 (stereo not given),8,99,-17,9,98,-20,95,-6
O=C(CC1CCCC1)OCn1nnc2ccccc2c1=O,3,105,4,5,96,6,109,5

# Assay outcomes (PubChem BioAssay)
